Apoferritin bind = binds horse apoferritin like a general anesthetic. apoferritin/1-aminoanthracene competitive binding, fluorescence. Potency, µM (highest dose often 77.5 µM), inactives show top-dose activity change, negative = displacement, hits mostly inhibitors. actives 0.074% (n = 350,000). AID 485281; also: potency is read from the fitted curve at half-maximal effect; % is scaled to controls: 0 for no effect and ±100 for the full control effect; nearly all actives have a fitted effect of over 20% in size
Target sequence (P02791 2-175 limits assumed): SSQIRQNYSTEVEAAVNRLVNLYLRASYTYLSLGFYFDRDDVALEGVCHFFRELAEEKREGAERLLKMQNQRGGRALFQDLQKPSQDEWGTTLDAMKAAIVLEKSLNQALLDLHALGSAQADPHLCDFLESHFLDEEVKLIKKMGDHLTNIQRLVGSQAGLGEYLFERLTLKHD
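Concentration-response curves derived by four-parameter Hill fitting of normalized fluorescence, where compounds displaced 1-AMA from 10 uM horse apoferritin following a brief 10 min room-temperature incubation; propofol titration acted as positive control.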
POLI inh = inhibitors of human DNA polymerase iota | Q9UNA4 | Pol iota fluorescent replication assay, 10 min | Potency, µM (top dose mostly 115 µM), for the others: at the top dose activity, negative = inhibition, usual class: inhibitors | actives 1% (n = 390,000); also: potency is read from the fitted curve at half-maximal effect
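Fluorescent replication assay read twice, at 0 min and 10 min after adding 50 nM (final) substrate. Enzyme (10 nM) and compounds were first incubated 15 min at room temperature; enzyme-free buffer wells were negative controls.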
POLB inh = DNA polymerase beta (human) inhibition | P06746 | Pol beta primer extension/strand displacement, fluorescence kinetic | Potency, µM (doses to about 114 µM), inactives show top-dose activity change, negative = inhibition, most hits filed as inhibitors | actives 1.3% (n = 340,000) | AID 485314; also: potency is read from the fitted curve at half-maximal effect; % is scaled to controls: 0 for no effect and ±100 for the full control effect
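Curves were derived by four-parameter Hill fits of normalized qHTS data. The kinetic fluorescent primer-extension read was taken at 0 and 10 min after 50 nM substrate, following a 15 min room-temperature preincubation of 10 nM enzyme with compounds.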
POLK inh = inhibitors of human DNA polymerase kappa; Potency, µM (titrated, usually from 107 µM), for the others: at the highest dose activity, negative = inhibition, hits mostly inhibitors; purified Pol kappa, fluorescent DNA synthesis assay, 10 min; AID 588579; actives 0.53% (n = 400,000); also: potency is read from the fitted curve at half-maximal effect; % is scaled to controls: 0 for no effect and ±100 for the full control effect
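Pol kappa 10 nM + cpd, 15 min RT; start w/ substrate 50 nM final; fluorescence kinetic read, 0 and 10 min. Neg ctrl: buffer, no enzyme.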
Pol eta inh = DNA polymerase eta (human) inhibition; Q9Y253; recombinant Pol eta, fluorescent DNA replication assay; Potency, µM (series often up to 114 µM), without a hit: at the top dose activity change, negative = inhibition, actives largely listed as inhibitors; actives 1.2% (n = 390,000); also: potency is read from the fitted curve at half-maximal effect; % is scaled to controls: 0 for no effect and ±100 for the full control effect
Target sequence (Q9Y253 whole entry, looked up): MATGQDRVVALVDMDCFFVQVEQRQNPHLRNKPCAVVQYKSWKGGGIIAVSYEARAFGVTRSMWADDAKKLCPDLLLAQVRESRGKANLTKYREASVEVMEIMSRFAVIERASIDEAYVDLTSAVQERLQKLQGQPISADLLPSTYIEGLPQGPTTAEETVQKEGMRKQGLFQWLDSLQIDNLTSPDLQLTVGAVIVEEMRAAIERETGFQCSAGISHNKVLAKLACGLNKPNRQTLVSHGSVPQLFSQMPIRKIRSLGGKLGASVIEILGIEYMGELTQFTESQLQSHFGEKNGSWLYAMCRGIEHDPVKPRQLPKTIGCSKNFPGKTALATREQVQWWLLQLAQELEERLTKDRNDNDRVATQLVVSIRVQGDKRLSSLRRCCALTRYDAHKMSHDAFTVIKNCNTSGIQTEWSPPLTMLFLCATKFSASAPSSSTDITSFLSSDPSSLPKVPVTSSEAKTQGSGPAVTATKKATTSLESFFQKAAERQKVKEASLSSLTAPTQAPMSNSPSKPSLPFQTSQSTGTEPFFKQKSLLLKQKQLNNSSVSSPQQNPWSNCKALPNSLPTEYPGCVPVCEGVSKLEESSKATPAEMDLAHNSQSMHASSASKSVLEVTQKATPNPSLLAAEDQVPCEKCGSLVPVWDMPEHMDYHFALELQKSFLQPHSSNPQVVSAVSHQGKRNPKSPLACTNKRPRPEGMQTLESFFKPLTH
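Pol eta (10 nM) was preincubated with compounds for 15 min at room temperature, after which fluorescent replication substrate (50 nM final) was added to start the reaction. Fluorescence was read kinetically at 0 and 10 min.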
GRP78 ERSR act = inducers of ER stress response in human glioma cells | Potency, µM, inactives show at the highest dose activation, actives largely listed as activators | U87-MG GRP78 promoter luciferase reporter, 16 h | actives 0.02% (n = 420,000); also: potency is read from the fitted curve at half-maximal effect; series mostly up to about 76 µM; % of control where 0% means no effect; nearly all actives have a fitted effect of over 35% in size
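Stably transfected U87-MG human glioma cells carrying a GRP78-based luminescent sensor were seeded at 1000 cells/well, pin-dosed with compounds and incubated 16 h. Luciferase reagent was then added, and end-point luminescence was read after 10 min at room temperature.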
BLM helicase inh = blocks DNA unwinding by human BLM helicase; P54132; Potency, µM (highest dose often 56.1 µM), for inactives: top-dose activity change, negative = inhibition, usual class: inhibitors; actives 0.2% (n = 350,000); recombinant BLM DNA unwinding, fluorescence dequenching;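 also: potency is read from the fitted curve at half-maximal effect; plate controls were vehicle for no effect and no enzyme for full effect; nearly all actives have a fitted effect of over 35% in size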
LDHA inh = inhibitors of human lactate dehydrogenase A; P00338; actives 0.15% (n = 480,000); purified LDHA, NADH/diaphorase-resazurin fluorescence; stronger effect = lower value; activity change, % (values are at about 110 or 230 µM); AID 1347041; in the data active = activity change below about -30%; inconclusive = mostly about -25% to -30%;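 also: plate controls were DMSO wells for no effect and wells without enzyme for full effect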
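Remaining NADH was detected by diaphorase (0.133 mg/mL) converting 37 µM resazurin to fluorescent resorufin, read at 0 and 20 minutes. The preceding 5-minute room-temperature reaction used 2 nM LDHA, 0.2 mM sodium pyruvate and 0.06 mM NADH at pH 7.4.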
APEX1 inh = inhibitors of human APE1 endonuclease; P27695; recombinant APE1, TAMRA/BHQ-2 abasic DNA cleavage fluorescence; Potency, µM (series often up to 65.8 µM), for inactives: at the highest dose activity change, negative = inhibition, most hits filed as inhibitors; actives 0.35% (n = 350,000);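 also: potency is read from the fitted curve at half-maximal effect; plate controls were vehicle for no effect and reference inhibitor for full effect; nearly all actives have a fitted effect of over 55% in size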
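Endonuclease cleavage of a quenched abasic-site DNA duplex (50 nM) by APE1 (0.75 nM) was tracked by TAMRA dequenching. Compounds were preincubated with enzyme 15 min at room temperature; data normalized to buffer-only and DMSO wells plus NSC13755 control.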
Numbers without * were called inactive; ? = inconclusive; . = no result given; & = joins results of further samples; [ ] = another dose, or the depositor's remark. Unless noted, calls follow the shape of the dose curve; as a rule, active = well fitted curve in the direction sought with a large enough effect; inconclusive = small, poorly fitted or top-dose-only effect, or another doubt; inactive = no such curve, though single readings can be large; an effect the other way counts as inactive or inconclusive.

structure,APEX1 inh,POLB inh,LDHA inh,POLK inh,BLM helicase inh,POLI inh,GRP78 ERSR act,Pol eta inh,Apoferritin bind
CCCOc1ccccc1N/C(=N\S(=O)(=O)c1ccc(C)cc1)Nc1nc(C)cc(C)n1,.,.,-4,-3%,.,-1%,-4%,0%,.
CC1CCCN(C(=O)Nc2ccc(Br)cc2Cl)C1 (stereo unspecified),9%,11%,-4,-19%,-6%,7%,4%,-25%,?
CCC1CCCCN1S(=O)(=O)c1ccc(S(=O)(=O)N2CCN(S(=O)(=O)CC)CC2)cc1 (stereo unspecified),7%,1%,-20,-6%,2%,20%,-5%,-4%,?
O=C(CSc1nc(-c2ccccc2)cn1-c1ccccc1F)Nc1ccc(F)cc1,.,-1%,0,0%[60.1 µM],-12%,24%,-2%,-27%,33%[activator]
CCOC(=O)C1CCCN(C(=O)COc2ccc(C(=O)c3ccc(F)cc3)cc2)C1 (stereo unspecified),27%,.,-3,3%,.,10%,-3%,-21%,.
N#Cc1c(NCc2ccccc2)ccnc1Cl,.,.,-2,-8%,.,133%[activator],-2%,-20%,.
CN(C)C(=O)c1ccc(NC(=O)COC(=O)/C=C/c2cccs2)cc1,2%,.,-2,-12%,.,10%,-4%,1%,.
O=C(CC(c1ccccc1)c1cc(Br)ccc1O)NCC1(c2ccccc2)CCCC1 (stereo unspecified),.,1%,-6,-16%,-14%,-1%,-9%,-17%,-8%
O=[N+]([O-])c1cccc2ccc(/C=C/c3ccc(C(F)(F)F)cc3)nc12,2%,3%,-9,-17%,-5%,12%,0%,-21%,-2%
O=C1C2CCCN2C(c2cccs2)N1c1ccc(Cl)cc1 (stereo unspecified),-4%,23%,-4,-16%,-7%,0%,-2%,-2%,-2%
C=CCC[C@@H](Cc1ccc(F)cc1)C(=O)OC[C@H](C)NC(=O)[C@H](CC=C)CC(=O)N(CCO)Cc1ccccc1,7%,.,8,-7%,.,48%[activator],-2%,-27%,.
CC(C)c1nc(C(=O)N2CCc3c([nH]c4ccccc34)C2c2ccccn2)cs1 (stereo unspecified),0%,5%,-12,-6%,-17%,-4%,-5%,-17%,-21%
CCCn1c(CN(C)Cc2ccccc2)nc2c1c(=O)n(C)c(=O)n2C,-1%,4%,-2&-6,3%,6%,11%,-6%,-8%,5%
CCCOc1cccc(-c2cc(-c3n[nH]c(=S)n3CC)c3ccccc3n2)c1,-3%,18%,-4,-18%,-17%,-2%[58.9 µM],2%,-17%,?
Cn1c(=O)c2ccccc2n(CC(=O)Nc2ccc3c(c2)OCCO3)c1=O,4%,1%,-7,-1%,-3%,22%,0%,1%,-7%
O=C(CNC(=O)c1ccc(Cl)cc1Cl)Nc1ccc(F)cc1,2%,2%,-8,-6%,-1%,45%[activator],2%,-14%,0%
COc1ccc(-c2noc(CCC(=O)NCc3cccnc3)n2)cc1OC,2%,14%,2,-3%,0%,-2%,3%,-14%,-10%
COc1ccccc1C(=O)Nc1ccc2oc(-c3cccc4c(Br)cccc34)nc2c1,.,?,-20,-10%,-3%,-2%,-4%,-9%,18%
CCc1ccc(Nc2nc3c(S(=O)(=O)c4cccc(Cl)c4)nnn3c3ccsc23)cc1,.,2%,-4,-7%,1%,?,-6%,3%,2%
CCOc1cccc(NC(=O)/C(C#N)=C\c2cccnc2)c1,1%,5%,7,-6%,-7%,19%,-2%,6%,-6%
Cc1ccccc1CS(=O)(=O)CCC(=O)NCc1ccc(F)cc1Cl,52%,3%,-5,10%,2%,51%[activator],-1%,-2%,1%
Cc1cc(OC(C)C(=O)NCC2CCC(C(=O)O)CC2)c2c(C)c(C)c(=O)oc2c1 (stereo unspecified),1%,-28%,-4,9%,0%,30%,-1%,-17%,-2%
Cc1cccc(CSc2ncnc3c2cnn3Cc2ccccc2)c1,1%,?,0,-13%,-13%,-1%,1%,-15%,-24%
O=C(O)C(=Cc1ccccc1[N+](=O)[O-])c1ccccc1,.,.,-7,-5%,.,-6%,1%,-6%,.
Cc1c(C)n(CCc2ccccc2)c2ncnc(NN)c12,0%,1%,-17,-9%,-4%,23%,8%,-9%,-1%
CC1C(=O)Nc2ccc(S(=O)(=O)Nc3ccccc3Br)cc2NC1=O (stereo unspecified),59%[activator],?,-2&-4,-29%&-8%,2%&-10%,?,-1%,-3%,-14%&29%
CCC(C)(C)C1CCC(=NNC(=O)c2ccoc2C)CC1 (stereo unspecified),-10%,?,2,3%,-1%,9%,1%,4%,?
Cn1c(SCC(=O)NC(=O)NCc2ccccc2)nnc1C(F)(F)F,12%,.,-12,-6%,.,11%,-4%,-8%,.
Cc1sc2ncn(CC(=O)N3CCN(c4cccc(Cl)c4)CC3)c(=O)c2c1S(=O)(=O)N1CCN(c2ncccn2)CC1,.,-5%,-2,6%,-6%,20%,-2%,-16%,-7%
COc1cc(Cl)cc(CN2CCC(CCC(=O)NC3CC3)CC2)c1OC,6%,24%,-7,3%,-10%,2%,-4%,6%,-6%

Following part.
structure,APEX1 inh,POLB inh,LDHA inh,POLK inh,BLM helicase inh,POLI inh,GRP78 ERSR act,Pol eta inh,Apoferritin bind
O=C(NCCc1ccccn1)c1n[nH]c(=O)c2ccccc12,1%,10%,-1,0%,-1%,27%,-2%,-10%,-7%
COc1cc2c(cc1OC)C(Nc1ccc(S(N)(=O)=O)cc1)=NC(C)(C)C2,-3%,-6%,-3,4%,3%,18%,-2%,-11%,-12%
Cc1ccnc(NC(=O)CCC(=O)N(CC(=O)NCc2ccccc2)Cc2ccccc2)c1,7%,4%,-1,-10%,-2%,83%[activator],-7%,-14%,-3%
COc1c(Cl)cc(Cl)cc1/C=N/n1cnnc1,-1%,5%,-3,0%,-1%,35%[activator],-3%,-2%,-8%
CSc1ccccc1NC(=O)c1ccc(N2CC3CC(C2)c2cccc(=O)n2C3)c(NC(=O)c2cccnc2)c1 (stereo unspecified),17%,14%,-1,-17%,-2%,?,-4%,0%,-12%
CCc1c(C)nc2ncnn2c1N1CCN(S(=O)(=O)c2ccc(OC)cc2)CC1,4%,-12%,-3,-11%,-3%,10%,-3%,9%,-7%
C/C(=N\Nc1ccc(Cl)c(C(=O)O)c1)c1ccccn1,-4%,2%,-1,-4%,-3%,-8%,5%,-13%,6%
NC(=O)c1ccc(Oc2ccc3ccc(=O)oc3c2)c([N+](=O)[O-])c1,-6%,?,-3,?,-13%,?,2%,28µM*,-21%
CC1CCCC(NC(=O)CN2CCN(S(=O)(=O)c3ccc(Br)s3)CC2)C1C (stereo unspecified),-16%,.,-6,-9%,.,11%,-5%,-9%,.
COc1cccc(O)c1CN1CCC(Oc2ccc(C(=O)NCc3ccccn3)cc2)CC1,17%,23%,1,0%,2%,2%,1%,-4%,-11%
Cc1csc(=O)n1CCC(=O)OCC(=O)N(CC(C)C)c1c(N)n(Cc2ccccc2)c(=O)[nH]c1=O,22%,26%,1,-3%,-8%,-13%,-4%,-17%,-12%
CCOC(=O)C1CCCN(C(=O)c2cccc(S(=O)(=O)N(C)c3c(C)n(C)n(-c4ccccc4)c3=O)c2)C1 (stereo unspecified),-1%,74%,-2,-12%,-1%,15%,-3%,2%,-2%
COc1ccc(CC(=O)NCc2ccc3c(c2)CCN3C(=O)c2ccc(Cl)cc2)cc1OC,.,17%,5,-1%[60.1 µM],-10%,10%,-3%,-19%,-15%
COc1ccc(S(=O)(=O)N2CCCOC2CNC(=O)C(=O)NCc2ccco2)cc1C (stereo unspecified),-10%,1%,-5,-6%,-4%,-7%,-3%,-6%,-15%
O=C(CSCc1ccccc1)N1CCN(S(=O)(=O)c2cccc(F)c2)CC1,31%,.,-1,-12%,.,31%[activator],0%,-14%,.
Cc1ccc(-c2cc(NC(=O)C(C)Oc3ccccc3F)on2)cc1 (stereo unspecified),.,11%,2,-2%,-12%,1%,0%,-19%,-5%
OC(CN1CCNCC1)Cn1ccc2ccccc21 (stereo unspecified),55%,-11%,.,.,29%,.,.,.,3%
COc1ccc(Cc2nnc(SCC(=O)Nc3ccccc3C)n(N)c2=O)cc1,4%,.,-8,-5%,.,15%,-1%,-3%,.
COc1ccccc1OCCSc1nc2ccccc2n1CCC(=O)O,-10%,-8%,-2,-1%,4%,18%,0%,-5%,-6%
Nc1nnc(SCc2ccc([N+](=O)[O-])cc2)s1,3%,2%,1,-5%,-8%,5%,5%,-15%,-20%
O=C(COC(=O)CCc1c[nH]c2ccccc12)NCc1ccccc1,5%,19%,-7,-1%,-3%,20%,-3%,-19%,0%

Gathered by group: the compounds so far containing a CF3 group.
structure,APEX1 inh,POLB inh,LDHA inh,POLK inh,BLM helicase inh,POLI inh,GRP78 ERSR act,Pol eta inh,Apoferritin bind
O=[N+]([O-])c1cccc2ccc(/C=C/c3ccc(C(F)(F)F)cc3)nc12,2%,3%,-9,-17%,-5%,12%,0%,-21%,-2%
Cn1c(SCC(=O)NC(=O)NCc2ccccc2)nnc1C(F)(F)F,12%,.,-12,-6%,.,11%,-4%,-8%,.

Screens: PubChem BioAssay, National Center for Advancing Translational Sciences (NCATS)

This is a subset. The share of hits here may be higher or lower than overall.
